# Screening results as filed in PubChem BioAssay.
# aGlu spleen mod = qHTS Assay for Inhibitors and Activators of Human alpha-Glucosidase From Spleen Homogenate; Lysosomal alpha-glucosidase (Homo sapiens), P10253; human spleen homogenate, 4-MU-alpha-glucoside fluorescence; Potency, µM (highest dose often 79.9 µM), for the others: top-dose activity change, negative = inhibition, most hits filed as inhibitors; actives 0.006% (n = 240,000); AID 2112, 2009;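 also: potency is read from the fitted curve at half-maximal effect; 0% = enzyme with vehicle and -100% = no enzyme basal signal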
#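 Human spleen homogenate (1 ug) with 4-methylumbelliferyl-alpha-D-glucopyranoside (1 mM final) in 50 mM citrate/phosphate pH 5.0, 0.01% Tween-20; 40 min at 37 C. Stopped at pH 10; 4-MU fluorescence Ex 365/Em 440 nm; AC50 by Hill fit.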
# HttQ103 aggreg = qHTS Multiplex Assay to Identify Dual Action Probes in a Cell Model of Huntington: Aggregate Formation (GFP) | PC12 HttQ103-GFP aggregates, Acumen cytometry, 40 h | actives 1.1% (n = 220,000) | Potency, µM (top dose mostly 46.1 µM), inactives show top-dose activity change, negative = inhibition, most hits filed as inhibitors; also: potency is read from the fitted curve at half-maximal effect; % is scaled to controls: 0 for no effect and ±100 for the full control effect; nearly all actives have a fitted effect of over 60% in size
#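 PC12/HTTQ103-GFP, ecdysone-inducible; teb 100 nM; cpd qHTS titration; GFP aggregates read on laser cytometer, Ex 488/Em 500-530 nm.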
# CBFb-RUNX1 inh = qHTS Assay for Compounds Blocking the Interaction Between CBF-beta and RUNX1 for the Treatment of Acute Myeloid Leukemia | Runt-related transcription factor 1 (Homo sapiens) + Core-binding factor subunit beta … | AlphaScreen CBFb-His/RUNX1-biotin binding, biochemical | Potency, µM (titrated, usually from 59.8 µM), inactives show top-dose activity, negative = inhibition, hits mostly inhibitors | 230,000 tested, under 10 active; also: % of control where 0% means no effect
# Target sequence (Q01196 whole entry, looked up): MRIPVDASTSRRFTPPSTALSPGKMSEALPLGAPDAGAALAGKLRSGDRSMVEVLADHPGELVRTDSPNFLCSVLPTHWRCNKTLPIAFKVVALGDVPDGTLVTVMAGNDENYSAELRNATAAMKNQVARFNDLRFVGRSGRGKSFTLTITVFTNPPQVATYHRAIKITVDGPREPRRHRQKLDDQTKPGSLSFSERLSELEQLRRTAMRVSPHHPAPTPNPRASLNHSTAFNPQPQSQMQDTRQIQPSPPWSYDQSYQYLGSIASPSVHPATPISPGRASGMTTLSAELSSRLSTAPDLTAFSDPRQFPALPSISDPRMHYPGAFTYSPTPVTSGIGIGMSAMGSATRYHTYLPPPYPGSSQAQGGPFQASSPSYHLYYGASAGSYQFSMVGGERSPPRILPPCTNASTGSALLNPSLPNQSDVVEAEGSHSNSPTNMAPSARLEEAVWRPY
# Target sequence (Q13951 whole entry, looked up): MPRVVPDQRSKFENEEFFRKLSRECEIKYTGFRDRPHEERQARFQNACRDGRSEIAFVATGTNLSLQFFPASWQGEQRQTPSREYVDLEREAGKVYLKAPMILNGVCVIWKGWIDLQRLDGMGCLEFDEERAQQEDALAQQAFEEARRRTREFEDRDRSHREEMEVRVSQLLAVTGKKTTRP
#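 Read-out: AlphaScreen. Format: His-CBF-beta with biotinylated RUNX1 (30 nM each) preincubated 20 min, compound 15 min, Ni-chelate plus streptavidin beads 90 min; room temperature throughout.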
# GAA inh = qHTS Assay for Inhibitors of Human alpha-Glucosidase as a Potential Chaperone Treatment of Pompe Disease; Lysosomal alpha-glucosidase (Homo sapiens), P10253; purified human GAA, 4-MU-alpha-glucoside fluorescence; Potency, µM (highest dose often 76.9 µM), without a hit: at the highest dose activity change, negative = inhibition, actives largely listed as inhibitors; actives 0.005% (n = 200,000); AID 1466, 2008;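 also: potency is read from the fitted curve at half-maximal effect; plate controls were uninhibited enzyme wells for no effect and no-enzyme background for full effect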
#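 Human enzyme at 4 nM with 400 uM 4-methylumbelliferyl-alpha-D-pyranoside, citrate/phosphate buffer pH 5.0, 0.005% Tween-20, 20 min at room temperature. Compounds up to 77 uM. 4-MU fluorescence (Ex 365/Em 440) read after NaOH/glycine stop; AC50 from Hill fit.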
# LMNA splice mod = qHTS Assay for Modulators of Lamin A Splicing; HeLa LMNA splicing GFP/RFP minigene ratio, 48 h; Potency, µM (top dose mostly 46.1 µM), without a hit: top-dose ratio change, negative = inhibition, most hits filed as inhibitors; actives 0.01% (n = 200,000); AID 1487, 2009; active = well fitted inhibition curve with a large enough effect in the signal ratio, with a control signal flat, not every such curve was filed as active; inconclusive = small, poorly fitted or top-dose-only effect, or effect the other way, or a change in a side signal; the % refers to the signal ratio; also: potency is read from the fitted curve at half-maximal effect; % is scaled to controls: 0 for no effect and ±100 for the full control effect
#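 Read-out is the ratio of GFP to DsRed2 object intensity, acquired by 488 nm laser-scanning cytometry on HeLa lamin A-EGFP minigene reporter cells. Compound incubation 48 hrs at 37 °C in Opti-MEM with 2% FBS; DMSO 0.5% final.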
# GAA glycogen = qHTS Assay for Inhibitors and Activators of Human alpha-Glucosidase Cleavage of Glycogen. Lysosomal alpha-glucosidase (Homo sapiens), P10253. recombinant GAA, glycogen substrate, Amplex Red glucose oxidase fluorescence. Potency, µM (titrated, usually from 76.4 µM), for inactives: top-dose activity change, negative = inhibition, most hits filed as inhibitors. actives 0.38% (n = 300,000). AID 2100, 2009;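 also: potency is read from the fitted curve at half-maximal effect; 0% = full enzyme reaction and -100% = no-enzyme basal signal; the screen sought inhibitors and activators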
#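 qHTS, 1536-well; enzyme 4 nM final; cpd up to 77 uM; substrate bovine liver glycogen 30 ug; 50 mM citrate/phosphate pH 5.0, 0.01% Tween-20; 37 C, 40 min; Amplex Red detection 45 min RT; Hill fit → AC50.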
# HTT ATP protect = qHTS Multiplex Assay to Identify Dual Action Probes in a Cell Model of Huntington: Cytoprotection (ATP). AID 1471, 2008. Potency, µM (top dose mostly 56.4 µM), for inactives: cytoprotection (ATP increase), hits mostly activators. PC12 HTT-Q103 induced, cytoprotection, ATP luminescence, 40 h. actives 0.14% (n = 230,000);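 also: potency is read from the fitted curve at half-maximal effect; % of control where 0% means no effect; nearly all actives have a fitted effect of over 45% in size; toxic huntingtin expression switched on by the ecdysone agonist tebufenozide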
#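 Readout: ATPlite luminescence (ATP level). Model: stable PC12, inducible Htt exon1 Q103-GFP. Inducer: tebufenozide, 100 nM final. Compounds: dose series. No G418 in medium.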
# * marks the source's active call; other numbers are inactive results; ? = inconclusive; / = not tested or not shown; [ ] = another dose, or the depositor's remark. Unless noted, calls follow the shape of the dose curve; as a rule, active = well fitted curve in the direction sought with a large enough effect; inconclusive = small, poorly fitted or top-dose-only effect, or another doubt; inactive = no such curve, though single readings can be large; an effect the other way counts as inactive or inconclusive.
# Value order: aGlu spleen mod | CBFb-RUNX1 inh | LMNA splice mod | GAA glycogen | HTT ATP protect | HttQ103 aggreg | GAA inh
> O=C(Cc1ccccc1)NN1C(=O)/C(=C/c2ccc(C(=O)O)cc2)SC1=S
  -7.4% | 5.7% | / | -1.6% | 22.7%[10 µM] | -18.6%[9.22 µM] | /
> CC1CN(c2nc3ccccn3c(=O)c2/C=C(\C#N)C(N)=O)CC(C)O1 (stereo not drawn)
  5.5% | 10.8% | / | 1.4% | 5.7%[10 µM] | 4.7%[9.22 µM] | /
> CCOC(=O)c1c(/N=C/C2C(=O)CC(C)(C)CC2=O)sc(C)c1C
  -4.4% | -0.7% | 6.6% | 5.1% | / | 18.5% | -1.9%
> CC1CCc2nn(CC(=O)NC3CCCC(C)C3C)cc2C1 (stereo not drawn)
  -10.0% | 7.9% | -15.2% | 4.6% | 4.1% | -4.4% | -0.9%
> CC1CCc2cc(F)ccc2N1C(=O)CSc1nnc2c(n1)[nH]c1ccc(F)cc12 (stereo not drawn)
  -8.4% | 6.3% | ? | 4.8% | -89.3%[inhibitor] | 15.1% | 5.3%
> Cc1ccc(C)c(S(=O)(=O)N=Nc2c(O)[nH]c3ccccc23)c1
  2.9% | -1.6% | / | -12.1% | 10.1%[10 µM] | ? | 1.5%
> O=C(COC(=O)CCC(=O)c1cccs1)NC1CC1
  4.2% | -1.6% | -9.6%[46 µM] | -14.1% | -21.2% | 8.2% | 3.3%
> CC1=C(CCN2CCN(C(C)C)C(CCO)C2)C(C)(C)CCC1 (stereo not drawn)
  3.2% | 1.9% | / | -10.2% | -28.8% | -10.3% | -6.8%
> CCCn1c(=O)c(-c2ccccc2)c(O)c2ccccc21
  1.4% | 7.3% | 2.4% | 0.5% | -15.5%[10 µM] | -7.6% | ?
> Cc1noc(C)c1COC(=O)[C@@H](NC(=O)c1ccccc1Cl)C(C)C
  -10.6% | 2.1% | 2.7%[46 µM] | 1.2% | -33.8%[inhibitor] | -21.2% | -1.8%
> O=c1c(C=NCCCO)c(-c2ccccc2)[nH]n1-c1nc2ccccc2s1
  1.4% | -2.6% | -6.8%[46 µM] | 6.6% | 13.0%[10 µM] | 12.1%[9.22 µM] | -9.9%
> Cc1c(Cl)ccc2c(C(=O)O)cc(-c3ccccc3)nc12
  -8.5% | 9.2% | / | 9.0% | -39.0%[10 µM] | 15.2%[9.22 µM] | /
> Cc1cc(=O)[nH]c(SCC(=O)Nc2ccc(S(=O)(=O)N3CCOCC3)cc2)n1
  -8.1% | 1.1% | 8.4% | -5.1% | -21.4% | 10.6% | -1.6%
> CCOc1ccc(-c2c(C(=O)N/N=C/c3ccc(OC(C)C)cc3)nnn2-c2nonc2N)cc1
  -3.4% | 5.0% | -0.4% | 6.1% | ? | 3.8% | -22.7%
> CC(=O)c1sc(NC(=O)c2ccccc2F)nc1-c1ccccc1
  -9.3% | 16.6% | -13.0%[46 µM] | -0.5% | -55.0%[inhibitor] | -6.4% | -12.9%
> CC(C)N1CCc2c(sc(NC(=O)c3ccc(S(=O)(=O)N4CCc5ccccc54)cc3)c2C(N)=O)C1
  -1.8% | ? | / | -2.6% | -13.0%[10 µM] | -8.3%[9.22 µM] | /
> CCCCOC(=O)c1cccnc1
  3.9% | 1.7% | / | 4.4% | 18.3%[10 µM] | 0.3%[9.22 µM] | -13.9%
> CN(C)CCOc1nc(-c2ccccc2)nc2c1oc1ccccc12
  4.0% | 9.7% | ? | -1.6% | -44.3%[inhibitor] | 22.4µM* | -13.5%
> Cc1cc(NC(=O)COC(=O)c2cccc(OCc3ccccc3)c2)no1
  -10.3% | 1.9% | 17.1% | 4.3% | -2.0% | 4.6% | 6.7%
> O=C(NCc1ccco1)C(NS(=O)(=O)c1cccc2nsnc12)c1ccccc1 (stereo not drawn)
  -2.1% | -1.5% | 0.0% | -11.4% | -2.1% | -1.8% | 3.3%
> Cc1ccc(/C=N/NC(=O)c2cc(C)oc2C)o1
  -1.4% | 7.5% | -7.9% | 3.5% | 4.3%[10 µM] | 3.1% | -2.8%
> Cc1ccc(-c2nc(SCC(=O)NCC3CCCO3)c(-c3ccc(Cl)cc3)[nH]2)cc1 (stereo not drawn)
  -2.1% | 5.7%[2.36 µM] | 7.7% | 5.6% | / | 0.6% | -1.2%
> COc1ccc(CN(C)C(=S)Nc2ccc(OC(F)F)cc2)cc1
  -4.0% | -1.5% | / | -5.5% | -54.9%[inhibitor] | ? | -10.3%
> CC(=O)N1C(=O)C2(C(C#N)=C(N)Oc3c2c(C)nn3-c2ccccc2)c2ccccc21 (stereo not drawn)
  6.7% | -12.0% | 6.1% | -7.0% | -18.0% | -1.2% | 2.8%
> O=C1C=C(Nc2ccc(O)cc2)CC(c2ccco2)C1 (stereo not drawn)
  1.4% | 0.4% | ? | ? | -4.8%[10 µM] | -28.5% | -0.1%
> O=C1Nc2ccc(S(=O)(=O)N3CCCC3)c3cccc1c23
  -18.7% | 3.3% | ? | -4.1% | -8.5% | 3.3%[9.22 µM] | -3.5%
> Cc1ccc(-n2cc(C(=O)c3ccc(F)cc3)nn2)cc1Cl
  5.3% | 3.2% | 10.8% | 1.4% | -23.9% | 7.2% | -2.3%
> CCN(CC)c1ccc2cc(C(N)=O)c(=N)oc2c1
  -12.5% | -2.8% | / | -10.3% | -21.2%[1.9 µM] | 2.2%[9.22 µM] | ?
> CCCCOc1ccc(C(=O)Nc2ccc(C)cc2[N+](=O)[O-])cc1
  5.5% | -18.6% | ? | 11.5% | 14.6%[10 µM] | -7.4% | -2.8%
> CN(C#N)c1nccc(-c2cccs2)n1
  1.9% | -1.2% | ? | -5.6% | 5.9%[10 µM] | 2.2% | 2.9%

# New compounds follow
# Value order: aGlu spleen mod | CBFb-RUNX1 inh | LMNA splice mod | GAA glycogen | HTT ATP protect | HttQ103 aggreg | GAA inh
> C[C@@H](C(=O)NCc1ccc(C(F)(F)F)nc1)[C@H]1C[C@]1(C)[C@H](NC(=O)OCc1ccccc1)c1ccccc1
  -0.5% | 17.4% | / | / | 17.6% | / | /
> Cc1nc2cc(NS(=O)(=O)c3ccc(Br)cc3)ccc2n1C
  -3.3% | 15.2% | / | -6.2% | 25.5%[10 µM] | 8.0%[9.22 µM] | 9.5%
> O=C(CCC(=O)Nc1ccccc1)N/N=C/c1ccco1
  -12.2% | 0.6% | 5.0% | 2.2% | -4.3% | 2.7% | -2.2%
> O=C(c1cccs1)N1CCc2ccccc2C1
  2.0% | -1.2% | 8.2%[46 µM] | 0.5% | 9.8%[10 µM] | 17.5%[9.22 µM] | 10.3%
> COc1ccccc1CN1C(=O)CCC1(C)C(=O)NC1CCCCCC1 (stereo not drawn)
  -1.7% | 7.1% | -1.9% | -3.9% | 14.7% | -3.0% | 3.5%
> COc1ccc(-c2nnc3ccc(SCC(=O)N4CCOCC4)nn23)cc1
  0.9% | 17.5% | -0.3% | 2.0% | 0.7%[10 µM] | 6.3% | -1.1%
> CCOC(=O)c1ccc(S(=O)(=O)N2CCN(CC3CC=CCC3)CC2)cc1 (stereo not drawn)
  -6.9% | -0.1% | 7.5% | -7.1% | 4.6%[10 µM] | 0.1% | -2.5%
> CC(C)=C(NC(=O)c1ccccc1Br)C(=O)NCCc1nc2ccccc2[nH]1
  6.9% | 4.0% | / | 8.8% | 10.6%[10 µM] | -24.4%[9.22 µM] | /
> CCOC(=O)c1nn(-c2ccc(C)cc2)cc1O
  -0.6% | -2.4% | 0.6% | 18.9% | -0.2%[10 µM] | 0.5% | 0.5%
> COc1cccc(NC(=O)Nc2c(C)n(C)n(-c3ccccc3)c2=O)c1
  -1.3% | 3.2% | -12.4% | 5.4% | -16.3% | 7.8% | -14.6%
> Clc1ccc(Cn2cccc2C2=NCCO2)cc1
  -3.3% | -4.1% | 15.2%[0.0737 µM] | -5.9% | -4.7% | -14.4% | ?
> CCC1(CC)C(=O)NC(=O)NC1=NCCc1c[nH]c2ccccc12
  4.1% | -2.3% | -2.1% | 6.7% | 0.2% | 9.2% | 6.7%
> CN1CCN(S(=O)(=O)c2ccc(-c3noc(C4CCN(S(C)(=O)=O)CC4)n3)cc2)CC1
  -7.1% | 4.1% | 3.0% | 0.6% | 13.6%[10 µM] | ? | -7.6%
> OCC1(Cc2cccc(F)c2)CCN(Cc2ccc3cccc(F)c3n2)CC1
  -3.2% | 6.7% | ? | 19.4% | 37.4%[10 µM] | 30.1%[9.22 µM] | 8.9%
> C#CCOc1ccc(/C=C2\SC(=S)N(Cc3cccnc3)C2=O)cc1
  0.5% | -6.5% | ? | -7.2% | -48.8%[0.074 µM] | -34.0%[0.0738 µM] | 2.7%

# An excerpt of these results, bar-delimited.
structure | aGlu spleen mod | CBFb-RUNX1 inh | LMNA splice mod | GAA glycogen | HTT ATP protect | HttQ103 aggreg | GAA inh
O=C1Nc2ccc(S(=O)(=O)N3CCCC3)c3cccc1c23 | -18.7% | 3.3% | ? | -4.1% | -8.5% | 3.3%[9.22 µM] | -3.5%
Cc1ccc(-n2cc(C(=O)c3ccc(F)cc3)nn2)cc1Cl | 5.3% | 3.2% | 10.8% | 1.4% | -23.9% | 7.2% | -2.3%
CCN(CC)c1ccc2cc(C(N)=O)c(=N)oc2c1 | -12.5% | -2.8% | / | -10.3% | -21.2%[1.9 µM] | 2.2%[9.22 µM] | ?
CCCCOc1ccc(C(=O)Nc2ccc(C)cc2[N+](=O)[O-])cc1 | 5.5% | -18.6% | ? | 11.5% | 14.6%[10 µM] | -7.4% | -2.8%
